eLon inh: inhibitors of E. coli Lon protease; hit rate 0.42% among 360,000; purified E. coli Lon protease, fluorescence polarization; inhibition, % at 7.94 µM; P0A9M0; in the data active = inhibition above about 13%, passing the limit was not always enough;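 also: 0% = enzyme with probe and DMSO and 100% = no enzyme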
Rin1 Abl inh: inhibitors of human Rin1-Abl protein interaction; TR-FRET Rin1/Abl binding, biochemical; inhibition, % at 7.35 µM; hit rate 0.4% among 360,000; AID 588664; in the data active = inhibition above about 5%, passing the limit was not always enough
Rpn11 inh: blocks the human proteasome subunit Rpn11; O00487; human 26S proteasome, Ub4-pepOG fluorescence polarization; 20S core pre-blocked with epoxomicin; calls only at 20 µM; hit rate 0.59% among 360,000; AID 588493;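 active = inhibition at 20 µM, scaled to each plate's controls, above about 33%, limit read from the data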
CSN inh: inhibitors of human CSN-mediated cullin deneddylation | Q92905 | Purified CSN, SCF-Nedd8-OG deneddylation, fluorescence polarization | inhibition, % at 12.5 µM | hit rate 0.38% among 360,000 | AID 651999;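 active = pattern-corrected inhibition above about 35%, with an unprinted fluorescence ratio check between 0.5 and 1.5, limit read from the data, passing the limit was not always enough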;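 also: 0% = enzyme with substrate and 100% = substrate without enzyme; some results filed as inactive read as strong as hits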
Target sequence (Q92905 whole entry, looked up, one chain of several): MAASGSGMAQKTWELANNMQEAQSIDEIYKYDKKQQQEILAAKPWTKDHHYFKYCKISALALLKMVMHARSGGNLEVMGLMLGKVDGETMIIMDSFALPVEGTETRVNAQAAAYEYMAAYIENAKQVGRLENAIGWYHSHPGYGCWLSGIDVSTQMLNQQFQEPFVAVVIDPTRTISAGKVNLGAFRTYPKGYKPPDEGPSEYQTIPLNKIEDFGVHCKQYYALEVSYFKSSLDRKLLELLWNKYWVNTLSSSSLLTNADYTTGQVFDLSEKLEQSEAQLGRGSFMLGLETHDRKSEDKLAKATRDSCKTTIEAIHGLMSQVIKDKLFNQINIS
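Material: human Csn5 produced in HEK293T cells; Input: enzyme 0.24 nM; Reagent: SCFSkp2-Nedd8OG substrate at 10 nM final; Dosing: 12.5 µM compound; Incubation: 90 min reaction at room temperature; Detection: fluorescence polarization of the substrate; Evaluation: % inhibition of substrate cleavage by Csn5; Control set: substrate-only high control, full reaction low control.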
MT1-MMP act inh: blocks activation of human MT1-MMP; P50281; hit rate 0.061% among 360,000; HT1080 RFP-PRO-GFP cells, GFP/RFP ratio fluorescence, overnight; percent of plate control window, DMSO zero; GFP/RFP ratio change, % at 20 µM;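 active = GFP/RFP ratio change of at least 30% with cell ATP level not reduced by more than half and red fluorescence within 50% of control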; also: strong numbers were not always called active
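Material – HT1080 RFP-PRO-GFP cells · Control set – DMSO wells and RFP-L50D-GFP cells · Incubation – overnight cell settling, then overnight compound exposure, 37 °C, 5% CO2 · Compound dosing – single-point 20 µM compound, 1% DMSO · Read-out – GFP/RFP fluorescence ratio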
MsrA inh: inhibits bovine methionine sulfoxide reductase A. purified bovine MsrA, absorbance read-out. hit rate 0.75% among 360,000. inhibition, % at 15.5 µM; in the data active = inhibition above about 4.5%;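 also: 0% = vehicle wells with enzyme and 100% = reference inhibitor wells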
MsrA act: activators of bovine methionine sulfoxide reductase A. hit rate 0.3% among 360,000. activation, % at 10.6 µM. purified bovine MsrA, absorbance read-out; in the data active = activation above about 7.5%;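 also: 0% = vehicle and 100% = reference activator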
MLLE-PAM2 inh: blocks PAM2 peptide binding to the PABP1 MLLE domain | P11940 | GST-MLLE / FITC-PAM2 fluorescence polarization | inhibition, % at 20 µM | hit rate 0.36% among 360,000 | AID 588489; in the data active = inhibition above about 35%, passing the limit was not always enough;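 also: plate controls were DMSO wells with GST-MLLE for no effect and wells lacking GST-MLLE protein for full effect; some results filed as inactive read as strong as hits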
Target sequence (P11940 whole entry, looked up, the tested form may be a part): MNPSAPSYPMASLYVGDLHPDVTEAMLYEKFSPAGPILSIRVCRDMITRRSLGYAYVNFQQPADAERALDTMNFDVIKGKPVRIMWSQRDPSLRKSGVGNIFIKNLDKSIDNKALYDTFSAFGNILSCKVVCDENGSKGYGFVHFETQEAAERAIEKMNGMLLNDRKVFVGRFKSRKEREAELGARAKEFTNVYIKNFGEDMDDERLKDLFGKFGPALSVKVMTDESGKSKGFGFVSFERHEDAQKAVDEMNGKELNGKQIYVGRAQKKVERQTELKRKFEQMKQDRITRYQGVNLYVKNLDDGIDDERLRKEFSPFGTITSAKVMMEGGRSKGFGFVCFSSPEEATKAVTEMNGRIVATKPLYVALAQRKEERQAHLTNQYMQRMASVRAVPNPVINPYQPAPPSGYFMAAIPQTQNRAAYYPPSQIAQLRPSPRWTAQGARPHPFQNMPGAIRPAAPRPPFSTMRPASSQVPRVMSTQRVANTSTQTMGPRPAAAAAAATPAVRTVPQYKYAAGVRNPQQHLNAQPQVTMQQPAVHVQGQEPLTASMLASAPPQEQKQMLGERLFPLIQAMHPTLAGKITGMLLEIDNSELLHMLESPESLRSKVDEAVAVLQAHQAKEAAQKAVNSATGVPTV
FAS TE block: FAS thioesterase (human) inhibition. recombinant FAS-TE, OMFH fluorogenic substrate, fluorescence endpoint. inhibition, % at 15 µM. hit rate 0.67% among 360,000;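 active = compounds whose normalised, plate-corrected inhibition of enzyme fluorescence in the single-dose primary screen is 50% or more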;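 also: 0% = DMSO with enzyme and 100% = substrate without enzyme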
Starred values were filed as active, the others as inactive; i = inactive; / = not tested or not shown.

no.	Molecule	eLon inh	Rin1 Abl inh	Rpn11 inh	CSN inh	MT1-MMP act inh	MsrA inh	MsrA act	MLLE-PAM2 inh	FAS TE block
1	CC(C)Cc1nc2oc3c(Cl)ncnc3c2c2c1CCCC2	3	2	i	-2	0	-1.1	-2	2	31
2	CC(C)C(NC(=O)C(NC(=O)C1O[C@@H]2OC(C)(C)O[C@@H]2[C@H]2OC(C)(C)O[C@@H]12)C(C)C)C(=O)O (some centres undefined)	18	1	i	2	-2	-0.9	-10	-4	-5
3	CCN(C(=O)COC(=O)c1cc(=O)c2ccccc2o1)c1c(N)n(Cc2ccccc2)c(=O)[nH]c1=O	-3	3	i	0	-1	-0.5	-2	2	-6
4	COC(=O)c1cc2occc2n1Cc1ccc(Cl)cc1	3	2	i	-2	-5	-0.1	-1	6	23
5	CS(=O)(=O)N1CCC(C(=O)NCc2ccc3c(c2)OCO3)CC1	10	2	i	-6	-1	-1.2	-11	3	-4
6	Cn1c(N)c(C(=O)NCc2ccccc2Cl)sc1=S	-10	-2	i	-5	7	2.9	-5	29	1
7	CC(C)C[C@H]1CN(CCCC[C@H]2CNC(=O)C(=O)N2CCC2CCCCC2)C(=O)C(=O)N1CC1CCCCC1	-3	/	/	-4	5	-0.9	0	/	25
8	O=C(NCc1cccs1)c1csc([C@@H]2O[C@H](CO)[C@H](O)[C@H](O)[C@H]2O)n1	-5	-2	i	-4	0	-0.7	-4	3	-9
9	COc1cccc(-c2nc(CS(=O)(=O)CC(=O)Nc3ccccc3Cl)c(C)o2)c1	-9	0	i	4	-1	-0.4	-1	-10	8
10	CCn1cc(/C=C/c2cc[n+](C)cc2)c2ccccc21	-273	-126	/	-73	-228	0.7	-3	-27	-21
11	O=C(NC(NCC1CCCO1)C(Cl)(Cl)Cl)c1cccc2ccccc12 (centres undefined)	-6	5	i	1	-2	0.0	-10	-15	4
12	Cc1ccccc1CNC(=O)C(=O)Nc1nccs1	-3	1	i	4	3	-0.8	-3	-14	-4
13	O=C(O)C1CC=CCC1C(=O)NC1CCCCC1 (centres undefined)	-2	2	i	0	2	3.5	-3	1	-6
14	COc1ccc(N2CC(C(=O)OCC(=O)Nc3ccccc3C)CC2=O)cc1 (centres undefined)	-10	2	i	-2	1	-0.6	-3	11	-4
15	CCOC(=O)[C@]12CCC=C1N(CCC1=CCCCC1)C(=O)[C@H](CC(=O)NCCCCc1ccccc1)C2	0	/	/	-6	2	-0.8	2	/	6
16	CN(C)c1ccc(NC(=O)COC(=O)CNC(=O)c2cccs2)cc1	-2	1	i	-4	-2	-0.5	-1	5	-6
17	C=CCNC(=O)CN1CCN(Cc2ccc3c(c2)OCO3)CC1	6	0	i	-2	3	1.2	-8	5	-9
18	Cc1cccc(NC(=O)COC(=O)CCc2c[nH]c3ccccc23)c1C	9	1	i	-3	1	0.3	-7	2	6
19	CCC(C(=O)OCC(=O)NCc1ccc2c(c1)OCO2)c1ccccc1 (centres undefined)	2	0	i	3	1	-0.9	1	1	3
20	C=CCn1c(SCC(=O)Nc2cc(NC(C)=O)ccc2OC)nnc1-c1cccnc1	-2	0	i	1	-2	-0.2	-6	4	-8
21	COc1ccc(C(=O)CSc2nnc(C3CC3)n2N)cc1	-14	2	i	4	0	0.5	-2	-33	-6
22	CCN1C(=O)c2ccccc2S(=O)(=O)c2ccc(C(=O)NCC(OC)OC)cc21	4	-1	i	3	1	-1.3	-3	-3	-8
23	CCN(CC)S(=O)(=O)c1cc(F)ccc1OC	0	-4	i	1	-1	-1.2	-3	7	-4
24	Cc1cn2nc(N)c3ccccc3c2n1	-5	1	i	-1	1	-0.3	-1	2	-5

Complete entries, looked up by structure:
Cc1cn2nc(N)c3ccccc3c2n1 is entered as eLon inh: -5; Rin1 Abl inh: 1; Rpn11 inh: i; CSN inh: -1; MT1-MMP act inh: 1; MsrA inh: -0.3; MsrA act: -1; MLLE-PAM2 inh: 2; FAS TE block: -5
C=CCNC(=O)CN1CCN(Cc2ccc3c(c2)OCO3)CC1 is entered as eLon inh: 6; Rin1 Abl inh: 0; Rpn11 inh: i; CSN inh: -2; MT1-MMP act inh: 3; MsrA inh: 1.2; MsrA act: -8; MLLE-PAM2 inh: 5; FAS TE block: -9
CCC(C(=O)OCC(=O)NCc1ccc2c(c1)OCO2)c1ccccc1 (centres undefined) is entered as eLon inh: 2; Rin1 Abl inh: 0; Rpn11 inh: i; CSN inh: 3; MT1-MMP act inh: 1; MsrA inh: -0.9; MsrA act: 1; MLLE-PAM2 inh: 1; FAS TE block: 3

Continuation.
no.	Molecule	eLon inh	Rin1 Abl inh	Rpn11 inh	CSN inh	MT1-MMP act inh	MsrA inh	MsrA act	MLLE-PAM2 inh	FAS TE block
25	CN1CCN(C2=C(Cl)C(=O)N(c3ccc(Cl)c(Cl)c3)C2=O)CC1	-4	1	i	0	-2	/	-7	28	16
26	Cc1ccc(-n2c(=O)c3sccc3n(CC(=O)NC3CCCC3)c2=O)cc1	-1	-1	i	1	1	-0.5	2	-1	-1
27	O=C(O)CC(SCC(=O)Nc1ccccc1)C(=O)O (centres undefined)	6	1	i	0	1	1.9	-1	0	-3
28	CC(=O)c1ccc(Nc2cc(C)nc3ncnn23)cc1	-11	1	i	-2	-1	3.0	-5	-6	-4
29	Cc1nc(-c2cc(C#N)c(=O)[nH]c2C)cs1	-1	-12	i	1	0	2.9	-4	11	-6
30	COc1cccc(-c2csc(N3CCN(C(=S)Nc4cccc(C)c4)CC3)n2)c1	-8	2	i	14	-2	0.8	-7	-103	19
31	CCOc1ccc(CNC(=O)C(C)n2nc(C)c3c(C)n(-c4ccccc4)nc3c2=O)cc1 (centres undefined)	-9	-1	i	-5	0	-0.3	-3	-23	-4
32	N#CCSc1nc2ccccc2c(=O)n1CCC(=O)NC1CCCCC1	0	0	i	-2	1	-0.7	-3	5	-4
33	Cc1cccc(OCC(=O)NCCNC(=O)c2ccco2)c1	-13	1	i	1	1	-0.2	-2	2	-4
34	O=C1C2CCCN2C(=O)N1CCN1CCN(c2ccccc2)CC1 (centres undefined)	-4	0	i	2	2	-1.2	-2	3	-7
35	CCCCn1c(SCC(=O)c2ccc(OCC)cc2)nc2cc(S(N)(=O)=O)ccc21	-7	-4	i	2	17	-0.3	-1	-104	3
36	CCn1c(CNC(=O)c2ccco2)nnc1SCCOc1ccccc1	6	0	i	-4	-1	-0.7	-1	-12	3
37	CCN(CC)S(=O)(=O)c1cc(C(=O)NC2=NCCS2)ccc1Cl	9	0	i	-3	0	-0.1	-3	0	-6
38	Cc1ccc(CNc2ccc3nnc(-c4ccccc4)n3n2)cc1	-5	0	i	38*	2	-0.3	0	-110	-3
39	O=C(O)c1ccc(Nc2ncnc3ccccc23)cc1	-4	0	i	0	-3	1.6	-8	5	-1
40	O=C(NCCc1ccccc1)C(=O)Nc1nccs1	-6	1	i	4	0	0.8	-5	6	-10
41	O=C(/C=C/c1ccccc1)NC(NC(=S)Nc1ccc(Cl)cc1Cl)C(Cl)(Cl)Cl (centres undefined)	9	-1	i	3	-11	/	0	18	12
42	Cc1cc(Br)cn2c(Cc3ccccc3C(F)(F)F)c(C3CCCCC3)nc12	-7	2	i	3	-3	-0.7	-10	7	8
43	CCC(c1ccccc1)C(CC)c1cc(O)c(O)c(O)c1 (centres undefined)	-10	7	i	-1	-1	-0.9	-5	25	-29
44	Cc1cccc(Nc2nc3ccccc3s2)c1C	1	-1	i	-4	-5	-0.2	-4	5	3
45	CC(C)CN(C(=O)COC(=O)c1ccc2c(c1)NC(=O)CS2)C1CCS(=O)(=O)C1 (centres undefined)	-7	1	i	-5	-2	0.3	-3	55*	-3
46	O=C(NCCc1c[nH]c2ccccc12)C1CCN(S(=O)(=O)c2ccccc2F)CC1	6	6	i	4	0	0.0	-3	1	10
47	CCCN(CC(=O)Nc1ccccc1C)C(=O)c1cc(C)oc1C	0	1	i	4	-1	0.6	-3	-4	-4
48	CC(C)=CC(=O)OCC(=O)Nc1cc(C)ccc1C	7	3	i	-5	2	0.2	-2	5	-1
49	COc1ccc(COC(=O)NC(C(=O)O)c2ccccc2)cc1 (centres undefined)	-3	6	i	0	-2	-1.3	-4	0	-14
50	Cc1ccccc1-n1nc(C(=O)O)cc1-c1ccccc1	1	-1	i	5	3	0.3	-1	3	-8
51	O=C(OCc1ccc(F)cc1)c1cc(=O)c2ccccc2o1	-1	3	i	1	0	-0.8	-1	1	2
52	CCOC(=O)N1CCN(C(=O)CCCn2c(=S)[nH]c3ccc(Br)cc3c2=O)CC1	-3	0	i	-2	1	0.5	-2	-52	2
53	c1ccc(CSc2nccc(-c3ccco3)n2)cc1	-5	0	i	10	-4	0.7	-4	3	26
54	O=C(Nc1ncccc1O)c1ccc(Cl)c(S(=O)(=O)N2CCCC2)c1	3	-4	i	1	4	0.2	1	0	-3
55	O=c1c2cc(Br)ccc2[nH]c(=S)n1Cc1cccnc1	-12	5	i	2	-2	-0.5	6	-98	-1
56	Cc1ccc(N=Cc2c(O)n(-c3nccs3)c(=O)c3ccccc23)c(C)c1	13	-2	i	13	-67	-0.1	-2	118	-36
57	CC(C)(C)[C@@H]1C=C(C(N)=O)O[C@H](OCCCCO)C1	11	0	i	3	1	-0.3	-3	5	-12
58	CN(C)c1ccc(CN(Cc2ccco2)C(=O)c2ccco2)cc1	13	-2	i	2	-1	0.2	-12	1	0
59	Cc1oc(-c2ccccc2)nc1C(=O)OCC(=O)NC(=O)NCC(C)C	-8	1	i	1	3	-0.6	-2	-1	-4
60	C#CCNC(=O)C1=C[C@H](c2ccc(Br)cc2)C[C@H](OCCCCO)O1	-14	2	i	5	0	0.5	-2	5	0
61	COc1cc2cc(C(C)(C)O)oc(=O)c2cc1OC	-11	-1	i	-6	1	0.1	-4	-10	-6
62	Cc1c(NC(=O)CSc2nnc(COc3ccccc3)n2-c2ccccc2)c(=O)n(-c2ccccc2)n1C	-8	1	i	-1	1	-0.8	3	-8	-10

2 entries picked at random from those above, as already listed:
no.	Molecule	eLon inh	Rin1 Abl inh	Rpn11 inh	CSN inh	MT1-MMP act inh	MsrA inh	MsrA act	MLLE-PAM2 inh	FAS TE block
54	O=C(Nc1ncccc1O)c1ccc(Cl)c(S(=O)(=O)N2CCCC2)c1	3	-4	i	1	4	0.2	1	0	-3
53	c1ccc(CSc2nccc(-c3ccco3)n2)cc1	-5	0	i	10	-4	0.7	-4	3	26
